D1 potentiator: human D1 dopamine receptor positive modulation | HEK293 TREx D1 cells, calcium flux, dopamine EC20 potentiation | AID 504651 | hit rate 0.036% among 360,000 | P21728 | potentiation, % at 10 µM; in the data active = potentiation above about 30%; also: 0% is about no effect
D2 PAM: D2 dopamine receptor (human) potentiation. AID 485347. hit rate 0.34% among 340,000. potentiation, % at 10 µM. HEK293 T-REx D2, calcium flux, EC20 dopamine potentiation. P14416;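 active = potentiation over 3 SD above the plate norm, cut at about 30% in these data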; also: 0% is about no effect
Target sequence (P14416 whole entry, looked up): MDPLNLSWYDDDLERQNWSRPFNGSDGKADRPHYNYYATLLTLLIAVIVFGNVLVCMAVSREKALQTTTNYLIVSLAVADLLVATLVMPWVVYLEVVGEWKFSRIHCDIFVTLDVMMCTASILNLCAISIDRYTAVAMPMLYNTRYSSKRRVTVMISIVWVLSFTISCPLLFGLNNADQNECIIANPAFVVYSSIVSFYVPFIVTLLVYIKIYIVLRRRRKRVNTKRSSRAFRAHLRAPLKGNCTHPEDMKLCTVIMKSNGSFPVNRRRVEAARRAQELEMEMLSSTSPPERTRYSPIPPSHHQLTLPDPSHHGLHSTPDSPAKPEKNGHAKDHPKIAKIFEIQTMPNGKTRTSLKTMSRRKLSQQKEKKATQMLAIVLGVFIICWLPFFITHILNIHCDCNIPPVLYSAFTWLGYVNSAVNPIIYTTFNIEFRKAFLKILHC
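Cells plated with tetracycline inducer and held overnight at 30 C; calcium dye loaded 30–90 min at room temperature; baseline taken, compound added and read 180 s; EC20 dopamine then added and read 180 s.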
TRHR agonist: agonists of human TRH receptor; P34981; TRHR cells, calcium flux fluo-8, FDSS agonist mode; activation, % at 2 µM; hit rate 0.18% among 360,000; AID 493084; in the data active = activation above about 30%; also: 0% is about no effect
Target sequence (P34981 whole entry, looked up): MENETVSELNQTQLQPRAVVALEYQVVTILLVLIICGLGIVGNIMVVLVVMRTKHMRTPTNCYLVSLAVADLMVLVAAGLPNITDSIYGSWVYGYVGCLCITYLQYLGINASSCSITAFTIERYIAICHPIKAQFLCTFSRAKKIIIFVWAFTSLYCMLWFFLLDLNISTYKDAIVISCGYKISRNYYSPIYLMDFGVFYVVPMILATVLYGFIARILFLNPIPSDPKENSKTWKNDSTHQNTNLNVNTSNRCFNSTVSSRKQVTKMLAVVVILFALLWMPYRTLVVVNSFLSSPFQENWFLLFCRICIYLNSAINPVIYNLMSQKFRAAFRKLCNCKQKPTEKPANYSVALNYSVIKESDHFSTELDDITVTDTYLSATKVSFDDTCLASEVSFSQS
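TRHR-expressing cells, plated overnight in medium with 10% serum, were loaded with fluo-8 calcium dye at room temperature. After a 10 s baseline, library compound was pin-added and calcium release was recorded kinetically (ex 480/em 530) as agonist response.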
Anesthetic bind: candidate novel general anesthetic via apoferritin binding. P02791. hit rate 0.074% among 350,000. Potency, µM (doses to about 77.5 µM), without a hit: at the highest dose activity change, negative = displacement, usual class: inhibitors. apoferritin/1-aminoanthracene competitive binding, fluorescence; also: potency is read from the fitted curve at half-maximal effect; % is scaled to controls: 0 for no effect and ±100 for the full control effect; nearly all actives have a fitted effect of over 20% in size
Target sequence (P02791 2-175 limits assumed): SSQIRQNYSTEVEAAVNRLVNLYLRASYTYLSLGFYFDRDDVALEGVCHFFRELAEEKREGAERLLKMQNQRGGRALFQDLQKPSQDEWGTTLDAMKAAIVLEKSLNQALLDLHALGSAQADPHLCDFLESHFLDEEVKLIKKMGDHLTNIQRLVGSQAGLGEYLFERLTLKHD
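Apoferritin-based anesthetic binding model; compound displacement of fluorescent 1-AMA measured as endpoint fluorescence after 10 minutes at room temperature, scaled to free-ligand and complex controls.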
TRHR PAM: allosterically enhances the human TRH receptor; TRHR cells, fluo-8 calcium fluorescence, EC20 TRH enhancement; P34981; enhancement, % at 2 µM; hit rate 0.66% among 360,000; in the data active = enhancement above about 30%; also: 0% is about no effect
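TRHR-expressing cells loaded with fluo-8 calcium dye were read kinetically (ex 480/em 530) during compound addition, then stimulated with an EC20 of TRH (10 nM final). Enhancement of the Gq-mediated intracellular calcium response was scored.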
D1 antagonist: human D1 dopamine receptor antagonism; activity change, negative = inhibition, % at 10 µM; HEK293 TREx D1 cells, calcium flux, dopamine EC80; active compounds read low; hit rate 3.2% among 360,000; in the data active = activity change below about -30%; also: % is scaled to controls: 0 for no effect and ±100 for the full control effect
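Allosteric or orthosteric antagonism assessed as attenuation of the calcium response to EC80 dopamine, added 180 s after compound, in induced HEK293 Trex D1 cells loaded with no-wash calcium dye.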
D1 agonist: agonists of human D1 dopamine receptor | P21728 | HEK293 T-REx D1 cells, calcium flux, agonist mode | activation, % at 2 µM | hit rate 1% among 360,000 | AID 504660; in the data active = activation above about 30%; also: 0% is about no effect
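Inducible HEK293 T-REx D1 cells, force-coupled to calcium signalling, were plated at 4000 cells/well with tetracycline and held overnight at 30 C. After no-wash calcium dye loading, compound-evoked calcium rise over 180 s flagged agonists.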
RXFP1 agonist: activates the human relaxin receptor RXFP1 | Q9HBX9 | hit rate 0.3% among 370,000 | HEK293T-RXFP1 cAMP TR-FRET, 30 min; response scale: percent of porcine relaxin response, buffer zero | AID 2676 | Potency, µM (highest dose often 57.5 µM), inactives show at the highest dose activation, actives largely listed as activators; also: potency is read from the fitted curve at half-maximal effect; % is scaled to controls: 0 for no effect and ±100 for the full control effect; nearly all actives have a fitted effect of over 60% in size; many of its hits are not listed in these tables
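HEK293T cells stably expressing RXFP1 were pretreated with the PDE4 inhibitor Ro 20174, exposed to compounds for 30 min at 37C, lysed, and cAMP was read by TR-FRET. Data normalized to buffer (basal) and 29 nM porcine relaxin (100%).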
RXFP1 antagonist: blocks the human relaxin receptor RXFP1. activity change, negative = inhibition, % at 57.5 µM. HEK293-RXFP1, relaxin-stimulated cAMP HTRF, 30 min; active compounds read low. Q9HBX9. hit rate 0.59% among 350,000;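 active = activity change of -60% or lower, but not beyond a set lower limit; inconclusive = change between -60% and -40%, or beyond the set limit; inactive = change above -40%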; also: % is scaled to controls: 0 for no effect and ±100 for the full control effect
* hit, by the source's call; ? = inconclusive; / = not tested or not shown; & = joins results of further samples; [ ] = dose if it differs, or a comment. Unless noted, calls follow the shape of the dose curve; as a rule, active = well fitted curve in the direction sought with a large enough effect; inconclusive = small, poorly fitted or top-dose-only effect, or another doubt; inactive = no such curve, though single readings can be large; an effect the other way counts as inactive or inconclusive. This is a subset; count on the stated rates, not on these rows.

SMILES	D1 potentiator	D2 PAM	TRHR agonist	Anesthetic bind	TRHR PAM	D1 antagonist	D1 agonist	RXFP1 agonist	RXFP1 antagonist
C[C@@H](C(=O)Nc1ccc2c(c1)OCCO2)n1c(=O)[nH]c2ccccc2c1=O	-3.8	-3.7	0.1	-4.0%	-1.7	6.1	2.6	2.6%	0.1
C=CCOC(=O)C1=C(C)Nc2[nH]c(=O)[nH]c(=O)c2C1c1ccccc1 (stereo not given)	-1.9	-1.0	0.2	-10.7%	-1.2	-8.3	2.6	0.3%	-11.4
CCCCC(O)(CCCC)C(=O)N/N=C(\C)c1ccc(Cl)cc1	-4.9	-10.7	0.9	6.3%	-1.3	-6.9	5.8	-2.3%	-4.6
CCCS(=O)(=O)Nc1cccc(-c2nc3cccnc3s2)c1	6.2	9.9	-0.3	-0.4%	6.9	-0.2	2.5	25.1%	21.8
O=C(O)c1ccc2c(c1)C(=O)N(c1ccc(/C=C/C(=O)c3ccccc3)cc1)C2=O	14.4	-1.1	1.5	6.8%	15.2	-11.6	15.6	-0.6%	-14.5
Cc1cc(=O)[nH]c(SCc2cc(=O)n3nc(C)sc3n2)n1	/	12.6	-0.9	5.7%	7.7	-2.6	5.7	4.4%	/
CCOC(=O)CSc1nnc(N)s1	-2.0	-1.2	0.5	-10.7%	10.2	0.0	1.6	-0.9%	6.3
CCOc1ccc(/C=N/NC(=O)c2c(C)n(C)c3ccc(OC)cc23)cc1	-2.7	-3.5	-0.8	-20.0%	0.8	-2.3	-0.6	1.4%	-16.7
CCN(CCCNS(=O)(=O)c1ccc2c(c1)CCN2C(C)=O)c1cccc(C)c1	-1.9	6.2	0.0	44.5%[activator]	-0.9	-21.3	13.2	0.0%	/
COC(=O)Cn1c(=N)n(CCN2CCCCC2)c2ccccc21	0.6	6.0	-0.2	-4.3%	-2.0	-3.6	-0.3	1.2%	2.4
CCCS(=O)(=O)N1CCC(C(=O)c2cccc(C(F)(F)F)c2)CC1	3.6	16.7	-0.3	-11.6%	1.1	-28.2	11.8	23.0%	-2.8
CC12CCC(C(=O)N/N=C/c3ccc(O)cc3O)(OC1=O)C2(C)C (stereo not given)	-2.6	-7.3	0.7	-9.2%	-6.6	-19.8	2.1	2.7%	-10.5
COC(=O)COc1ccc(C(=O)OC)cc1	-9.4	-3.5	0.7	1.0%	-0.2	7.2	1.2	0.2%	11.0
NNc1nc2c(-c3ccc(F)cc3)nnn2c2ccccc12	-3.1	7.1	1.0	2.4%	-3.1	-7.9	2.4	6.8%	21.3
CCSc1nnc(NC(=O)Cc2ccccc2OC)s1	2.5	0.0	0.2	-6.8%	5.5	-8.4	3.3	?	-2.5
CC1CCN(C(=O)c2cccc(S(=O)(=O)N3CCCc4ccccc43)c2)CC1	-13.2	12.3	0.1	/	1.4	-43.6*	12.0	0.6%	-18.2
COc1ccc(NC(=O)NCc2cccn2Cc2ccc(F)cc2)cc1OC	-1.6	-0.1	-0.8	-6.7%	-3.5	-15.4	7.3	2.4%	-19.2
C=CCNC(=O)/C(C#N)=C/c1c(N2CCN(c3cccc(Cl)c3)CC2)nc2c(C)cccn2c1=O	-10.3	-13.6	-0.1	-0.1%	-12.8	-13.6	3.1	3.9%	10.0
CCCCCCn1c(/C=C/c2ccccc2)nc2ccccc21	-5.8	-4.9	1.6	62.9%[activator]	-6.8	-30.7*	15.7	7.9%	-35.2
Cc1ccc(C)c2nc(Cl)c(C3NC(=O)c4ccccc4N3)cc12 (stereo not given)	3.6	12.1	0.3	-10.3%	5.4	-9.5	0.8	3.5%	11.2

Compound profiles, from the list above. Values in the order: D1 potentiator | D2 PAM | TRHR agonist | Anesthetic bind | TRHR PAM | D1 antagonist | D1 agonist | RXFP1 agonist | RXFP1 antagonist
`CCCCC(O)(CCCC)C(=O)N/N=C(\C)c1ccc(Cl)cc1` is listed with -4.9 | -10.7 | 0.9 | 6.3% | -1.3 | -6.9 | 5.8 | -2.3% | -4.6
`C=CCNC(=O)/C(C#N)=C/c1c(N2CCN(c3cccc(Cl)c3)CC2)nc2c(C)cccn2c1=O` is listed with -10.3 | -13.6 | -0.1 | -0.1% | -12.8 | -13.6 | 3.1 | 3.9% | 10.0

Two of these compounds in another layout.
SMILES | D1 potentiator | D2 PAM | TRHR agonist | Anesthetic bind | TRHR PAM | D1 antagonist | D1 agonist | RXFP1 agonist | RXFP1 antagonist
CC12CCC(C(=O)N/N=C/c3ccc(O)cc3O)(OC1=O)C2(C)C (stereo not given) | -2.6 | -7.3 | 0.7 | -9.2% | -6.6 | -19.8 | 2.1 | 2.7% | -10.5
COC(=O)COc1ccc(C(=O)OC)cc1 | -9.4 | -3.5 | 0.7 | 1.0% | -0.2 | 7.2 | 1.2 | 0.2% | 11.0

Additional compounds.
SMILES	D1 potentiator	D2 PAM	TRHR agonist	Anesthetic bind	TRHR PAM	D1 antagonist	D1 agonist	RXFP1 agonist	RXFP1 antagonist
CCCSc1nc2c(c(=O)[nH]c(=O)n2C)n1Cc1ccccc1	-2.2	21.8	-0.7	4.4%	0.4	-1.8	2.4	0.0%	9.2
c1csc(-c2csc(-c3cccs3)n2)c1	7.7	-9.8	0.4	?	-9.3	0.6	2.6	0.1%	-7.7
CNC(=O)CC1C(=O)N(c2ccc(F)cc2)C(=S)N1NC(=O)c1ccc(Cl)cc1 (stereo not given)	7.0	14.5	0.6	-12.6%	8.1	8.1	3.4	4.2%	-9.4
COc1ccccc1N1CCN(C(c2cccs2)C(C)NC(=O)c2ccco2)CC1 (stereo not given)	-10.9	-0.5	-0.3	-3.2%	-0.5	-17.0	0.9	3.2%	-2.5
COc1ccc(OC)c(-c2csc(NC(=O)CSc3ccccc3)n2)c1	1.5	-0.8	0.6	-1.7%	9.2	-19.1	0.0	2.8%	2.4
CCCN(CC(=O)Nc1ccccc1C)C(=O)C1CC(=O)N(c2ccccc2C(C)CC)C1 (stereo not given)	-0.5	-0.4	-0.6	/	-9.4	6.9	0.2	-1.8%	-3.2
O=C(Cn1c(=O)c(=O)n(Cc2ccccc2)c2ccc(Cl)cc21)NCC1CCCO1 (stereo not given)	-4.7	9.6	0.1	-3.0%	12.3	4.2	0.7	0.9%	0.6
O=C(Oc1ccc(NC2=NS(=O)(=O)c3ccccc32)cc1)c1cccnc1	-1.0	3.4	0.7	-0.3%	2.6	-4.2	3.6	-1.8%	2.3
COc1ccc(C(=O)Nc2ccc3oc(-c4ccc(OC)cc4)nc3c2)cc1	-0.2	-17.3	1.6	7.8%	-3.4	-1.8	5.2	13.2%	9.0
Clc1cccc(CNCCCSc2nnnn2-c2ccccc2)c1	-1.3	-26.4	0.1	0.3%	-3.0	2.3	27.2	-2.4%	-5.6
CN(C)c1nc(N)c([N+](=O)[O-])c(NCc2ccccc2)n1	-4.5	2.6	-0.8	-5.0%	12.5	-2.3	1.6	0.7%	1.3
CCc1ccc(NC(=O)NCC2CCN(Cc3cccc(Cl)c3)CC2)cc1	-10.0	1.8	1.7	-8.6%	25.3	-36.5*	36.2*	4.9%	2.7
N#CCSc1nccc(-c2cc(Cl)sc2Cl)n1	-6.9	-18.5	0.0	?	15.4	0.1	1.0	0.2%	5.7
O=C(CSc1nnnn1-c1ccc(F)cc1)c1ccc(O)c(O)c1	0.3	10.7	-0.1	?	-3.1	11.7	6.9	2.0%	10.1
CCC(C(=O)NCc1ccco1)N(C(=O)CNS(=O)(=O)c1ccc(F)cc1)c1ccccc1F (stereo not given)	/	0.5	0.3	2.3%	2.8	-5.8	5.3	0.8%	-16.7
Cc1ccc(S(=O)(=O)N2CCN(C(=O)CC(C)n3cncn3)CC2)cc1C (stereo not given)	-8.4	/	-0.9	-11.6%	-3.6	35.1	1.6	2.9%	3.5
CC(=O)C1C(c2ccncc2)NC(=O)NC1(O)C(F)(F)F (stereo not given)	-0.8	-3.7	0.2	3.5%	7.0	-0.8	-1.4	0.3%	1.3
COc1cc(/C=C/C(=O)O)cc(S(=O)(=O)NCCCC(=O)O)c1OC	2.7	7.3	-0.6	-1.3%	5.9	4.6	5.4	0.6%	11.9
CC(C)(C)c1ccc(C(=O)c2c[nH]c(C(=O)O)c2)cc1	-2.3	-6.1	-1.2	-5.0%	6.2	5.1	1.7	-1.4%	0.8
CN1CCN(Cc2c(O)ccc3cc(-c4ccc(Cl)cc4)c(=O)oc23)CC1	0.5	1.1	2.5	860.5%[activator]	-2.3	-15.3	32.3*	28.4%	0.8
Cc1cccnc1NC(=O)CSc1nnc(CNC(=O)c2cccc([N+](=O)[O-])c2)n1C	5.7	-6.6	-0.2	-3.8%	12.9	13.6	2.8	1.5%	-12.4
COc1ccc(/C=N/Nc2cc(C)nc3ccc(Br)cc23)cc1	-3.1	14.7	-0.3	0.8%	1.8	-0.2	2.4	0.0%	?
CCOC(=O)CNC(=O)CSc1nc2c(C)cccc2cc1CC	-2.9	2.4	-0.3	-4.7%	-4.4	-17.2	3.1	14.1µM*	15.2
O=S(=O)(c1ccccc1)N1CCN=C1SCc1cccnc1	2.8	-2.9	0.0	-2.6%	5.0	-9.3	-0.8	-1.9%	-9.2
O=C(NCC1CCCN(C(=O)c2cscn2)C1)c1ccccc1Cl (stereo not given)	-4.9	10.9	0.9	-4.8%	0.9	-6.7	0.3	2.4%	-5.8
COc1ccc(NC(=O)COC(=O)c2ccc(N3CCCC3=O)cc2)cc1	-5.5	4.4	-0.3	/	7.0	10.4	0.6	1.1%	0.7
O=C(O)c1ccc(CSc2nnc(-c3ccco3)o2)cc1	/	-5.8	0.1	2.6%	12.5	-19.9	1.3	2.1%	-5.1
O=C(NCc1ccc(Cl)cc1)C1CCN(S(=O)(=O)c2cccc3nonc23)CC1	0.9&-0.7	15.1&-1.0	0.8&0.1	-2.4%&-2.7%	-5.7&-3.8	8.9&-9.8	0.7&6.0	0.1%&2.7%	-6.3
CN=c1scc(-c2ccc(OC)cc2)n1/N=C(\C)c1cccnc1	-7.6	5.1	-0.5	-1.0%	-6.2	-54.7*	11.8	0.5%	?
CCOC(=O)N1CCN(C(=O)c2cc(COc3cccc(C(F)(F)F)c3)on2)CC1	-1.1	1.8	0.0	?	-5.0	-1.0	7.1	-0.1%	-0.7
COc1cccc(/C=N/NC(=O)CCn2c3ccccc3c3ccccc32)c1	-2.2	11.1	0.5	-6.7%	3.5	9.3	1.8	1.4%	-3.6
CCOc1ccccc1NCc1cc(=O)oc2cc(C)ccc12	-1.4	9.3	-1.0	-3.6%	-4.7	0.0	0.9	0.1%	0.1
COc1ccc(CN2C(=O)C(C)N(C(=O)c3c(F)cccc3F)c3ccccc32)cc1 (stereo not given)	0.5	2.3	2.0	2.8%	3.7	0.5	1.6	2.5%	16.3
